Cardio protect: cardioprotection against H2O2-induced cell death, primary screen, uHTS, H9c2 cells, ATPLite luminescence; protection from H2O2 cell death, % at 20 µM; 0.63% of 360,000 active; AID 588492, 2011; H9c2 cardiomyocytes, H2O2 injury protection, 2 h;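 active = compounds giving at least 50% protection of heart cells from peroxide-induced death in the single-dose screen, raw or plate-pattern-corrected value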;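 note: 0% = DMSO wells with peroxide and 100% = DMSO wells without peroxide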
ABHD5 PLIN5 PPI: ABHD5-PLIN5 interaction inhibitors, primary screen, cell lysate, split luciferase complementation, luminescence. 0.78% of 360,000 active. Split G. princeps luciferase complementation, 4 h. inhibition, % at 4 µM;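 active = inhibition above the mean inhibition across every tested compound plus 3 SD, cut at about 22% in these data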;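 note: 0% = DMSO only wells and the 100% control is not disclosed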
iPSC survival up: enhancers of single-cell hiPSC survival, primary screen, ATPlite luminescence; survival enhancement, % at 20 µM; 100% = ROCK inhibitor wells, 0% = DMSO; 0.044% of 360,000 active; in the data active = survival enhancement above about 18%;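 note: cells exposed to compounds for 16 hours before the ATP read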
ABCB6 inh MLPCN: ABCB6 transporter inhibitors, primary screen, K562-ABCB6 cells, flow cytometry, MLPCN library | K562-ABCB6 porphyrin accumulation, 1 h; hits give low values | fluorescence ratio to DMSO, % at 10 µM | 0.19% of 360,000 active;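 active = fluorescence ratio to DMSO below 75%, the collection mean minus 3 SD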;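 note: signal is porphyrin accumulated inside mitochondria; 100% equals median channel fluorescence of DMSO control wells; lower ratio means ABCB6 inhibition with less porphyrin fluorescence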
Target sequence (Q9NP58 whole entry, looked up): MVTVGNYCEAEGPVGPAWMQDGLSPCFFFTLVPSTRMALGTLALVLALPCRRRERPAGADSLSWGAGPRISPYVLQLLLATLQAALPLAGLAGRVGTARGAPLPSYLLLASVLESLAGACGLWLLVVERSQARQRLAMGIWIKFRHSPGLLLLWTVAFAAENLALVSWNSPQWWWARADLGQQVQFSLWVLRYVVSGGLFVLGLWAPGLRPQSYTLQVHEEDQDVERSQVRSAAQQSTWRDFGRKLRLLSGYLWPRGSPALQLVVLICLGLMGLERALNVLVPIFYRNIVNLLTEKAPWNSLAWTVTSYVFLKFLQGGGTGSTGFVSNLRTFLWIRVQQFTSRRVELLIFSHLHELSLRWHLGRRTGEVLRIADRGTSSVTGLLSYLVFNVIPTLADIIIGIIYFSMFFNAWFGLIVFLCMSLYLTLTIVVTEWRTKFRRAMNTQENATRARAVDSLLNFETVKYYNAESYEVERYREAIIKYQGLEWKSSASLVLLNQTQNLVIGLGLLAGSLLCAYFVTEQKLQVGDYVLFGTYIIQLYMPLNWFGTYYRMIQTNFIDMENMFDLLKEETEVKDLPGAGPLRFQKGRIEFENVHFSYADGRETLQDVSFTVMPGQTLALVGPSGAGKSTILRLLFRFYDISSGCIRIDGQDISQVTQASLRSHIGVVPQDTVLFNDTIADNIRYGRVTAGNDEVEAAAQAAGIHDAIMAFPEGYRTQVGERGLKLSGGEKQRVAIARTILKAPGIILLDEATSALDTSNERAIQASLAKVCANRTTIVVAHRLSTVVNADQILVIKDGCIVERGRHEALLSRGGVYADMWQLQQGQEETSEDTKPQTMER
m5-HT2A agonist: mouse Htr2a agonists via beta-arrestin recruitment, primary screen, cell-based, luminescence. 5-hydroxytryptamine receptor 2A (Mus musculus), P35363. CHO-K1 mHTR2A beta-arrestin complementation; percent of 30 µM serotonin response. activation, % at 7.6 µM. 0.66% of 360,000 active;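 active = activation above a run cutoff, the mean activation of all tested compounds plus 3 SD, cut at about 14% in these data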;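 note: 0% = plate median of compound wells and 100% = 30 µM serotonin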
aDG glyco up: activators of alpha-DG glycosylation, primary screen, uHTS, Pro5-aDG cells, AlphaScreen. alpha-DG glycosylation AlphaScreen (IIH6); 0% Pro5, 100% B10-LARGE cell signal. activation, % at 10 µM. 0.22% of 360,000 active. AID 624168, 2012;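 active = activation of at least 8% versus controls, or a plate z-score of at least 8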;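 note: Pro5 are CHO cells carrying HIG-tagged alpha-DG that lacks glycosylation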
Glyco luc inh: increase of ERlucT glycosylation luciferase signal, primary screen, N-linked glycosylation inhibitor project, D54 ERlucT cells, luminescence, set 2. D54 ERlucT glycosylation luciferase reporter, 24 h; percent of 100 nM tunicamycin response. reporter increase, % at 12.5 µM. 0.23% of 360,000 active;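 active = mean luciferase reporter signal, scaled so untreated is 0 and the glycosylation-blocking control 100, at or above a set limit in every replicate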;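 note: luciferase carries N-glycosylation sites so blocking glycosylation raises the light; 0% = median of neutral control wells and 100% = median of 100 nM tunicamycin wells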
MC4R antagonist: MC4R antagonists of cAMP signaling, primary screen, cell-based, TR-FRET, antagonist arm of biased-ligand search | MC4R-expressing cells, MTII-stimulated cAMP, LANCE TR-FRET | inhibition, % at 6.5 µM | 0.48% of 360,000 active;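 active = inhibition above its plate's cutoff, the mean of tested wells on that plate plus 3 SD, cut at about 29% in these data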;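 note: 0% = Melanotan II alone and 100% = Melanotan II plus saturating MCL0020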
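Assay system: human MC4R-expressing U2OS cells; reagent: Melanotan II stimulation of cells; dosing: 6.5 µM single dose; timing: compound 30 min, challenge 1 h, detection 1 h; signal: TR-FRET cAMP assay; replicates: one well per compound, no replicates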
Exocytosis inh: LAMP-1 surface exposure blockers, TALL-104 cells – cell-based, flow cytometry, MLPCN library, primary screen | TALL-104 LAMP-1 surface exposure; cells stimulated with thapsigargin and PMA | inhibition, % at 10 µM | 0.66% of 360,000 active | AID 651702, 2012;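 active = inhibition above about 55%, limit read from the data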
MC4R barr agon: MC4R agonists recruiting beta-arrestin, primary screen, cell-based, luminescence, agonist arm of biased-ligand search | U2OS MC4R beta-arrestin complementation; percent of melanotan II response, DMSO zero | 0.98% of 360,000 active | activation, % at 8.9 µM | Melanocortin receptor 4 (Homo sapiens), P32245;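 active = activation above a per-plate cutoff, the mean activation of sample wells on that plate plus 3 SD, cut at about 8% in these data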
Starred values were filed as active, the others as inactive.

What do the screens show for `CCN(c1ccccc1)S(=O)(=O)c1ccc(Cl)c(NC(=O)COC(=O)c2ccc[n+]([O-])c2)c1`?
Cardio protect: 2; ABHD5 PLIN5 PPI: 3; iPSC survival up: -0.4; ABCB6 inh MLPCN: 96; m5-HT2A agonist: -4; aDG glyco up: 0.0; Glyco luc inh: 0; MC4R antagonist: 12; Exocytosis inh: 2; MC4R barr agon: -1.9

What do the screens show for `Cn1ncc(N=Cc2ccc([N+](=O)[O-])cc2)c1C(=O)Nc1ccccc1`?
Cardio protect: -9; ABHD5 PLIN5 PPI: -3; iPSC survival up: 1.5; ABCB6 inh MLPCN: 97; m5-HT2A agonist: 2; aDG glyco up: 0.0; Glyco luc inh: 5; MC4R antagonist: 7; Exocytosis inh: 3; MC4R barr agon: -0.7

What do the screens show for `O=C(NCc1ccccc1Cl)c1cnc2n(c1=O)CCS2`?
Cardio protect: -2; ABHD5 PLIN5 PPI: 5; iPSC survival up: -1.0; ABCB6 inh MLPCN: 98; m5-HT2A agonist: -4; aDG glyco up: -0.1; Glyco luc inh: 2; MC4R antagonist: 12; Exocytosis inh: -3; MC4R barr agon: -0.8

What do the screens show for `Nc1c(C(=O)CSc2nnc(N3CCOCC3)n2-c2cccc(F)c2)c(=O)[nH]c(=O)n1C1CC1`?
Cardio protect: -1; ABHD5 PLIN5 PPI: 6; iPSC survival up: -0.2; ABCB6 inh MLPCN: 88; m5-HT2A agonist: -2; aDG glyco up: 0.2; Glyco luc inh: 0; MC4R antagonist: 1; Exocytosis inh: 11; MC4R barr agon: -0.8

How did CCNc1nc(NC(C)CC)nc(Oc2ccc(=O)[nH]n2)n1 (stereo not drawn) do in these assays?
Cardio protect: -2; ABHD5 PLIN5 PPI: -10; iPSC survival up: 4.4; ABCB6 inh MLPCN: 100; m5-HT2A agonist: 3; aDG glyco up: 0.1; Glyco luc inh: 5; MC4R antagonist: 2; Exocytosis inh: 4; MC4R barr agon: 0.7

What do the screens show for `Cc1ccc(Cn2c(Cc3ccccc3)nc3ccccc32)cc1`?
Cardio protect: -15; ABHD5 PLIN5 PPI: -6; iPSC survival up: -0.9; ABCB6 inh MLPCN: 95; m5-HT2A agonist: -2; aDG glyco up: 0.4; Glyco luc inh: -5; MC4R antagonist: 2; Exocytosis inh: -1; MC4R barr agon: -0.9

How did CC(=O)c1c(C)[nH]c(C(=O)Nc2ccc(Cl)c(S(=O)(=O)N3CCOCC3)c2)c1C do in these assays?
Cardio protect: 6; ABHD5 PLIN5 PPI: 5; iPSC survival up: 1.4; ABCB6 inh MLPCN: 94; m5-HT2A agonist: 3; aDG glyco up: -0.2; Glyco luc inh: 4; MC4R antagonist: 2; Exocytosis inh: -4; MC4R barr agon: 2.5

Results for Cc1ccc(O)c(/C=N/NC(=O)CN2CCCC2)c1 ?
Cardio protect: 43; ABHD5 PLIN5 PPI: 5; iPSC survival up: -0.4; ABCB6 inh MLPCN: 101; m5-HT2A agonist: -2; aDG glyco up: 0.4; Glyco luc inh: 3; MC4R antagonist: 15; Exocytosis inh: -1; MC4R barr agon: 0.7

What do the screens show for `Cc1cccc(CN2CCC(C(N)=O)CC2)c1`?
Cardio protect: 0; ABHD5 PLIN5 PPI: 1; iPSC survival up: -0.3; ABCB6 inh MLPCN: 99; m5-HT2A agonist: -1; aDG glyco up: -0.1; Glyco luc inh: 1; MC4R antagonist: 7; Exocytosis inh: 2; MC4R barr agon: -0.1

Results for CC(=O)N1N=C(c2ccco2)CC1c1ccc(Cl)o1 (stereo not drawn) ?
Cardio protect: 4; ABHD5 PLIN5 PPI: -3; iPSC survival up: -0.4; ABCB6 inh MLPCN: 100; m5-HT2A agonist: -1; aDG glyco up: -0.2; Glyco luc inh: -2; MC4R antagonist: 0; Exocytosis inh: 1; MC4R barr agon: -1.9

How did CS(=O)(=O)N1CCC(C(=O)NNC(=O)Nc2ccc(F)c(Cl)c2)CC1 do in these assays?
Cardio protect: 8; ABHD5 PLIN5 PPI: 7; iPSC survival up: -0.3; ABCB6 inh MLPCN: 100; m5-HT2A agonist: -5; aDG glyco up: -0.2; Glyco luc inh: 1; MC4R antagonist: 2; Exocytosis inh: -4; MC4R barr agon: 1.2

Results for COc1ccc2[nH]cc(CCNC(=O)Cc3c(F)cccc3Cl)c2c1 ?
Cardio protect: 0; ABHD5 PLIN5 PPI: 0; iPSC survival up: 0.0; ABCB6 inh MLPCN: 95; m5-HT2A agonist: -6; aDG glyco up: 0.1; Glyco luc inh: 1; MC4R antagonist: 0; Exocytosis inh: -4; MC4R barr agon: -1.6

Results for N#CC1(P(=O)(c2ccccc2)c2ccccc2)CC1 ?
Cardio protect: -2; ABHD5 PLIN5 PPI: 2; iPSC survival up: 2.0; ABCB6 inh MLPCN: 95; m5-HT2A agonist: 1; aDG glyco up: 0.0; Glyco luc inh: 2; MC4R antagonist: -7; Exocytosis inh: -6; MC4R barr agon: -0.8

What do the screens show for `O=C(NNc1ccccn1)C(=O)NNS(=O)(=O)c1ccc(Cl)cc1`?
Cardio protect: 2; ABHD5 PLIN5 PPI: -4; iPSC survival up: 2.2; ABCB6 inh MLPCN: 107; m5-HT2A agonist: 4; aDG glyco up: 0.0; Glyco luc inh: 2; MC4R antagonist: 2; Exocytosis inh: 1; MC4R barr agon: -1.0

What do the screens show for `CCCS(=O)(=O)N1CCC(C(=O)N2CCN(Cc3ccccc3)CC2)CC1`?
Cardio protect: -1; ABHD5 PLIN5 PPI: -7; iPSC survival up: -1.7; ABCB6 inh MLPCN: 97; m5-HT2A agonist: 5; aDG glyco up: -0.2; Glyco luc inh: 1; MC4R antagonist: -1; Exocytosis inh: 7; MC4R barr agon: -1.1

Two successive compounds already listed, quoted:
Results for COc1ccc2[nH]cc(CCNC(=O)Cc3c(F)cccc3Cl)c2c1 ?
Cardio protect: 0; ABHD5 PLIN5 PPI: 0; iPSC survival up: 0.0; ABCB6 inh MLPCN: 95; m5-HT2A agonist: -6; aDG glyco up: 0.1; Glyco luc inh: 1; MC4R antagonist: 0; Exocytosis inh: -4; MC4R barr agon: -1.6

Results for N#CC1(P(=O)(c2ccccc2)c2ccccc2)CC1 ?
Cardio protect: -2; ABHD5 PLIN5 PPI: 2; iPSC survival up: 2.0; ABCB6 inh MLPCN: 95; m5-HT2A agonist: 1; aDG glyco up: 0.0; Glyco luc inh: 2; MC4R antagonist: -7; Exocytosis inh: -6; MC4R barr agon: -0.8

(next part)
Results for COc1ccc(C2CC(=O)c3cnc(NC(=O)c4ccco4)nc3C2)cc1 (stereo not drawn) ?
Cardio protect: 6; ABHD5 PLIN5 PPI: -9; iPSC survival up: -0.4; ABCB6 inh MLPCN: 108; m5-HT2A agonist: 2; aDG glyco up: 0.4; Glyco luc inh: 1; MC4R antagonist: -4; Exocytosis inh: -1; MC4R barr agon: -2.6

How did COc1ccc(CCNC(=O)Cn2nc(C)c3c(C)n(-c4ccccc4)nc3c2=O)c(OC)c1 do in these assays?
Cardio protect: -2; ABHD5 PLIN5 PPI: -2; iPSC survival up: -0.4; ABCB6 inh MLPCN: 103; m5-HT2A agonist: -3; aDG glyco up: -0.1; Glyco luc inh: -1; MC4R antagonist: 15; Exocytosis inh: -2; MC4R barr agon: -1.2

Results for C/C(=N\Nc1nnc(-c2ccccc2)c(-c2ccccc2)n1)c1cccc([N+](=O)[O-])c1 ?
Cardio protect: 9; ABHD5 PLIN5 PPI: 5; iPSC survival up: 1.2; ABCB6 inh MLPCN: 104; m5-HT2A agonist: -3; aDG glyco up: -0.1; Glyco luc inh: 0; MC4R antagonist: 0; Exocytosis inh: -4; MC4R barr agon: -2.5

How did CCOc1ccc(N2C(=O)Nc3ccccc3C2(O)C(=O)NCc2ccc(F)cc2)cc1 (stereo not drawn) do in these assays?
Cardio protect: 11; ABHD5 PLIN5 PPI: 0; iPSC survival up: -0.6; ABCB6 inh MLPCN: 97; m5-HT2A agonist: 4; aDG glyco up: 0.1; Glyco luc inh: 0; MC4R antagonist: 8; Exocytosis inh: 2; MC4R barr agon: -2.1

How did Cc1cccc(N2CCN(C(=O)c3ccc(Cl)c(NC4=NC5CS(=O)(=O)CC5S4)c3)CC2C)c1 (stereo not drawn) do in these assays?
Cardio protect: 14; ABHD5 PLIN5 PPI: 6; iPSC survival up: -0.4; ABCB6 inh MLPCN: 86; m5-HT2A agonist: 5; aDG glyco up: -0.5; Glyco luc inh: 1; MC4R antagonist: -1; Exocytosis inh: 4; MC4R barr agon: -1.6

Results for CS(=O)(=O)c1ccc2nc(NC(=O)C3=NN(c4ccccc4)C(=O)CC3)sc2c1 ?
Cardio protect: 23; ABHD5 PLIN5 PPI: -2; iPSC survival up: 0.5; ABCB6 inh MLPCN: 98; m5-HT2A agonist: 5; aDG glyco up: -0.2; Glyco luc inh: -1; MC4R antagonist: 9; Exocytosis inh: -3; MC4R barr agon: -2.2

Results for O=C(NNC1CC(=O)N(c2cccc(Cl)c2)C1=O)c1cccnc1 (stereo not drawn) ?
Cardio protect: -8; ABHD5 PLIN5 PPI: 9; iPSC survival up: -3.7; ABCB6 inh MLPCN: 97; m5-HT2A agonist: 5; aDG glyco up: -0.2; Glyco luc inh: 1; MC4R antagonist: -8; Exocytosis inh: -2; MC4R barr agon: 0.4

How did C=C(C)C(=O)Nc1cccc(C2=NOC3(C2)C[C@H](C(N)=O)N(C(=O)c2ccccc2)C3)c1 (stereo partly drawn) do in these assays?
Cardio protect: -4; ABHD5 PLIN5 PPI: -4; iPSC survival up: -1.6; ABCB6 inh MLPCN: 98; m5-HT2A agonist: -1; aDG glyco up: 0.0; Glyco luc inh: 0; MC4R antagonist: -3; Exocytosis inh: 11; MC4R barr agon: 0.0

What do the screens show for `O=S(=O)(Nc1ccc(N2CCCCC2)cc1)c1ccccc1`?
Cardio protect: 2; ABHD5 PLIN5 PPI: -5; iPSC survival up: -1.8; ABCB6 inh MLPCN: 99; m5-HT2A agonist: -1; aDG glyco up: -0.1; Glyco luc inh: 0; MC4R antagonist: 7; Exocytosis inh: 16; MC4R barr agon: -0.9

Results for CCCCCNC(=O)C1C(=O)Nc2ccccc2C(=O)N1C(C)(C)C (stereo not drawn) ?
ABHD5 PLIN5 PPI: 4; m5-HT2A agonist: 2; aDG glyco up: 0.0; Exocytosis inh: -2

What do the screens show for `Cc1ccc(S(=O)(=O)N2CCN(c3ccccc3)CC2)cc1C`?
Cardio protect: -3; ABHD5 PLIN5 PPI: -8; iPSC survival up: -0.2; ABCB6 inh MLPCN: 100; m5-HT2A agonist: 8; aDG glyco up: -0.1; Glyco luc inh: -2; MC4R antagonist: 1; Exocytosis inh: 1; MC4R barr agon: -0.5

Hits appear at their usual frequency, and some 4.5% of all compounds hit somewhere here.
